# Screening data as filed in PubChem BioAssay.
# GLD-1 TGE inh = GLD-1/TGE RNA complex disruptors, primary screen, biochemical, fluorescence polarization | Female germline-specific tumor suppressor gld-1 (Caenorhabditis elegans), Q17339 | purified GLD-1 + fluorescein TGE RNA | inhibition, % at 5.96 µM | 320,000 tested, 0.44% active | AID 2280, 2010;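 active = percent inhibition above a per-plate cutoff, the plate mean of test compounds plus 3 SD, cut at about 30% in these data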;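 also: 0% = DMSO wells with GLD-1 and probe and 100% = wells lacking GLD-1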
# BCLXL inh = inhibitors of human Bcl-xL, primary screen, biochemical, fluorescence polarization, HTS | 320,000 tested, 0.7% active | inhibition, % at 10.9 µM | Bcl-2-like protein 1 (Homo sapiens), Q07817 | GST-Bcl-xL / FITC-Bim BH3 peptide fluorescence polarization;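 active = inhibition above the mean of all tested compounds plus 3 SD, cutoff set per campaign, cut at about 30% in these data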;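 also: 0% = DMSO wells and 100% = unlabeled Bim-BH3 peptide competitor; inhibitors lower millipolarization by displacing the labeled peptide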
# EBNA-1 inhibitor = EBNA-1 DNA-binding inhibitors, primary screen, biochemical, fluorescence polarization; inhibition, % at 14.8 µM; 300,000 tested, 0.34% active; in the data active = inhibition above about 28%
# Fam108B counter = mouse Fam108B serine hydrolase inhibitors, primary screen, counter-screen for RBBP9 inhibitor project, biochemical, fluorescence polarization. recombinant Fam108B, FP-Rh probe fluorescence polarization. 300,000 tested, 0.33% active. inhibition, % at 9.51 µM;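 active = inhibition above the screen mean inhibition plus 3 SD, computed separately per campaign, cut at about 18% in these data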;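 also: inhibitors lower polarization as less probe binds the enzyme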
# Efflux pump mplx = inhibitors of Candida efflux pumps in yeast, primary screen, S. cerevisiae, Nile Red, multiplex; 330,000 tested, 0.44% active; S. cerevisiae Candida pump triplex; inhibition, % at 10 µM;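 active = plate passing quality check with inhibition over a set limit, or well fluorescence over plate mean plus 4 SD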;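 also: Nile Red retained in pooled yeast measured as flow cytometry median fluorescence; 0% = buffer negative control and 100% = Enniatin B positive control; higher means more Nile Red kept so more efflux inhibition; some compounds called inactive have numbers as strong as hits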
# CR mimetic SO = reduction of superoxide in aged yeast, primary screen, HTS; S. cerevisiae aged cells, superoxide DHE fluorescence; hits give low values; superoxide response (% of plate mean), % at 10 µM; 330,000 tested, 0.18% active; AID 2690, 2010;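 active = superoxide response under a set limit, about three screen SD below normal, cut at about 65% in these data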;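 also: yeast aged for seven days with compound at 30 °C before DHE staining; 100% = average MFI of all compound-treated wells on the plate with controls excluded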
# MCL1-BIM inh = inhibitors of MCL1 binding to BIM-BH3, primary screen, biochemical, fluorescence polarization; Induced myeloid leukemia cell differentiation protein Mcl-1 (Homo sapiens), Q07820; GST-MCL1 / FITC-Bim-BH3 fluorescence polarization; inhibition, % at 10.9 µM; 320,000 tested, 0.68% active;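 active = inhibition above the mean inhibition of all tested compounds plus 3 SD, set per campaign, cut at about 40% in these data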;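 also: 0% = DMSO wells and 100% = unlabeled Bim-BH3 peptide control; higher means more loss of mP so more displacement of Bim peptide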
# Target sequence (Q07820 whole entry, looked up): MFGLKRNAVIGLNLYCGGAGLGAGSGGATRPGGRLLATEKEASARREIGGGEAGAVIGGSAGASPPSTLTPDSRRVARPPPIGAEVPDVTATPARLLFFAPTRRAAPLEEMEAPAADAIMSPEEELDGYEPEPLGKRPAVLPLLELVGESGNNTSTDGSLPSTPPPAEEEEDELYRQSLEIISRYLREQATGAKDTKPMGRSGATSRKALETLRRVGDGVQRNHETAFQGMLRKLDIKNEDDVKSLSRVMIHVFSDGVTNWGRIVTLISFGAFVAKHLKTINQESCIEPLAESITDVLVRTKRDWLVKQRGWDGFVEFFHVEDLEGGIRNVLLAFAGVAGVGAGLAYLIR
# ZTA DNA inh = blocks Epstein-Barr virus ZTA, an EBNA-1 counter-screen; ZTA-DNA binding, fluorescence polarization; 320,000 tested, 0.15% active; AID 2234; P03206; inhibition, % at 11 µM; in the data active = inhibition above about 33%
# Target sequence (P03206 whole entry, looked up): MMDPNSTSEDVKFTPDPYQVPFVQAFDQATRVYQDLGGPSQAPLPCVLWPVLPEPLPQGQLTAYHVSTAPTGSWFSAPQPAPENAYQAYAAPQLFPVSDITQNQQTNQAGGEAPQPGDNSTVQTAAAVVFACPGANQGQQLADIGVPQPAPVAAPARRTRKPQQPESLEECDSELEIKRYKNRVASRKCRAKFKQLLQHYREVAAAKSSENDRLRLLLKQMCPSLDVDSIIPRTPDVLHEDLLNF
# MEX-5 binding = MEX-5 zinc finger RNA-binding disruptors – biochemical, C. elegans, fluorescence polarization, MLPCN library, primary screen; Zinc finger protein mex-5 (Caenorhabditis elegans), Q9XUB2; MEX-5/FITC-TCR2 RNA binding; hits give low values; activity score (negative = inhibition of binding), % at 10 µM; 300,000 tested, 0.38% active; AID 1832, 2009;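 active = inhibition past about -25% in most replicates, and total fluorescence under double the plate's negative control median, limit read from the data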;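 also: 0% = DMSO and -100% = 5 µM competing unlabeled TCR2 RNA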
# Target sequence (Q9XUB2 whole entry, looked up): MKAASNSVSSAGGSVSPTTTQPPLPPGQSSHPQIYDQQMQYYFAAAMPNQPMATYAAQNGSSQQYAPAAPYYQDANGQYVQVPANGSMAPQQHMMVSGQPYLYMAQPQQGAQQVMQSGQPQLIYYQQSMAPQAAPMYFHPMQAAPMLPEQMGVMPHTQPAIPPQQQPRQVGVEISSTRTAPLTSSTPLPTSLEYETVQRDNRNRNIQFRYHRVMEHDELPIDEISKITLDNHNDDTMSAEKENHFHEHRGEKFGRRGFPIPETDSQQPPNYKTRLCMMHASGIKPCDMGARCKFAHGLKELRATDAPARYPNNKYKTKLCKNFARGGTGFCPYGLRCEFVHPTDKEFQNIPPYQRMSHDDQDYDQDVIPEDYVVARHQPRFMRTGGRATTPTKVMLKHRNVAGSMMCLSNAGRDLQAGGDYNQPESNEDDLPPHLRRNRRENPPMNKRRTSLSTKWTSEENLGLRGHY
# Starred values were filed as active, the others as inactive.
nr	SMILES	CR mimetic SO	BCLXL inh	EBNA-1 inhibitor	MCL1-BIM inh	GLD-1 TGE inh
1	CCOC(=O)C1(CCCc2ccccc2)CCN(S(C)(=O)=O)CC1	90	-6	-9	-16	4
2	O=C(O)C1CCCCC1C(=O)Nc1cccc(Cl)c1Cl (stereo not drawn)	107	4	-20	3	3
3	COc1ccc(N(C(=O)CCl)C(C(=O)NCCc2ccccc2)c2cccs2)cc1Cl (stereo not drawn)	77	3	-3	-4	10
4	COc1ccc(CNC(=O)CCNS(=O)(=O)c2cccc3nsnc23)cc1	112	3	-11	-8	-3
5	Clc1ccc(-c2ccc(SCc3ccccn3)nn2)cc1	96	3	-5	1	-5
6	Cc1ccc(/C=N/NC(=O)c2nnn(-c3nonc3N)c2CNc2ccccc2)cc1	65*	1	-6	-1	2
7	O=C(Oc1ccc(C(=S)N2CCOCC2)cc1)c1ccccc1	102	-2	-12	-5	-1
8	CCN(CC)C(=O)C(=O)Nc1cccc(Br)c1	95	-1	4	-5	2
9	Cc1cc(C)nc(/N=C(\N)N(Cc2ccccc2)Cc2ccccc2)n1	100	2	-21	-5	2
10	CCC(=O)NCCCc1nc2ccccc2n1Cc1ccccc1F	76	3	-7	-6	9
11	CCN1CCN(S(=O)(=O)c2ccc3ccccc3c2)CC1	93	2	-10	-7	9
12	COc1cccc(CCNC(=O)CC2C(=O)NCCN2CC(C)(C)C)c1 (stereo not drawn)	113	6	-14	6	-2

nr	ZTA DNA inh	Efflux pump mplx	MEX-5 binding	Fam108B counter
1	-3	0.2	1.1	-2
2	-5	0.1	-0.5	-3
3	-2	-0.2	-0.2	-3
4	-13	0.1	3.5	-2
5	11	0.2	-1.0	-2
6	-1	0.2	-0.5	-5
7	-17	0.1	1.9	2
8	-8	0.2	-0.3	-3
9	-22	0.2	-1.7	-1
10	-9	-0.1	-2.1	6
11	-15	-0.3	-5.4	1
12	-3	0.2	0.5	-5

# Part of the list above, set out differently:
(6) Cc1ccc(/C=N/NC(=O)c2nnn(-c3nonc3N)c2CNc2ccccc2)cc1
(5) Clc1ccc(-c2ccc(SCc3ccccn3)nn2)cc1
(3) COc1ccc(N(C(=O)CCl)C(C(=O)NCCc2ccccc2)c2cccs2)cc1Cl (stereo not drawn)

Assay by compound	6	5	3
CR mimetic SO	65*	96	77
BCLXL inh	1	3	3
EBNA-1 inhibitor	-6	-5	-3
MCL1-BIM inh	-1	1	-4
GLD-1 TGE inh	2	-5	10
ZTA DNA inh	-1	11	-2
Efflux pump mplx	0.2	0.2	-0.2
MEX-5 binding	-0.5	-1.0	-0.2
Fam108B counter	-5	-2	-3

# (more compounds)
nr	SMILES	CR mimetic SO	BCLXL inh	EBNA-1 inhibitor	MCL1-BIM inh	GLD-1 TGE inh
13	O=C1CC(C(F)(F)C(F)(F)C(F)(F)F)=Nc2ccccc2N1	95	6	2	3	5
14	CCCNC(=O)c1cc(S(=O)(=O)N2CCc3ccccc32)cn1C	84	-2	-1	5	3
15	COc1ccccc1NC(=O)Nc1ccc(C(N)=O)cc1	86	1	46*	0	3
16	Cc1csc(NC(=O)CSc2nnc(CCNC(=O)c3ccc(Cl)c(Cl)c3)n2C)n1	102	1	16	-3	0
17	Cc1ccc(-n2nc(C)c3c(C)c(CCC(=O)NCc4ccco4)c(C)nc32)cc1	104	-2	-9	4	0
18	O=C(CCNC(=O)N1CC(=O)Nc2ccccc21)NCc1cccc(Cl)c1	119	12	5	5	5
19	CC(C)c1ccc(/C=C/c2[nH]c(=O)[nH]c(=O)c2[N+](=O)[O-])cc1	99	3	-8	4	-2
20	O=C(Cc1ccccc1)Nc1nnc(-c2ccco2)o1	95	0	0	-3	-1
21	Cn1cnnc1SCC(=O)Nc1ccc(Br)cc1F	101	3	3	-2	1
22	CSCc1ccc(C(=O)NCc2ccc(C)cc2)cc1	90	7	-9	0	9
23	N/C(=N\NS(=O)(=O)c1ccccc1C(F)(F)F)c1ccccn1	98	6	8	14	2
24	CCc1nnc(NC(=O)c2ccc(-c3cccc(C(F)(F)F)c3)o2)s1	83	-1	-8	2	2

nr	ZTA DNA inh	Efflux pump mplx	MEX-5 binding	Fam108B counter
13	8	-0.1	0.4	2
14	-3	-0.2	-1.1	-3
15	0	-0.1	0.3	2
16	6	0.0	1.9	0
17	-12	-0.2	-0.6	0
18	9	0.2	-3.4	1
19	3	-0.1	-1.3	-4
20	-4	-0.1	-0.5	3
21	12	0.1	-0.8	6
22	-18	0.0	0.8	0
23	-6	-0.2	0.8	3
24	-11	0.2	-0.4	7

# (next part)
nr	SMILES	CR mimetic SO	BCLXL inh	EBNA-1 inhibitor	MCL1-BIM inh	GLD-1 TGE inh
25	Clc1ccc(OCCN2CCOCC2)cc1	103	1	3	1	-8
26	C=CCSc1ncccc1C(=O)NCCc1ccc(Cl)cc1	109	5	-10	6	4
27	CCN1C(=O)C(C)S/C1=N\S(=O)(=O)c1ccc(F)cc1 (stereo not drawn)	95	3	2	8	4
28	O=c1[nH]c2ccccc2cc1-c1noc(-c2cccnc2)n1	104	2	0	-3	5
29	CC1(C)N([O-])C(c2ccccc2)=C[N+](=O)C1(C)C	109	5	5	7	6
30	O=C(CCc1nc2ccccc2c(=O)[nH]1)OCc1nnc(-c2ccccc2)o1	89	9	-1	-6	4
31	CCN1CCN(c2nc(Nc3ccc(C)c(C)c3)nc(N)c2[N+](=O)[O-])CC1	86	-1	6	0	4
32	COc1cc(OC)c(NC(=O)Cn2cccc2)cc1Cl	96	0	-6	3	-1
33	CCc1cc2c(=O)[nH]c(-c3ccncc3)nc2s1	96	7	-14	-2	2
34	CN1CCN(C(=O)C2CCC(=O)N(Cc3cccc(C(F)(F)F)c3)C2)CC1 (stereo not drawn)	114	0	3	-3	1
35	CNC(=O)c1c(NC(=O)CCS(=O)(=O)c2ccc(F)cc2)sc(C)c1C	102	2	-6	5	5
36	O=C(Nc1cccc(C(F)(F)F)c1)C1(c2ccccc2)CC1	99	3	-5	4	2

nr	ZTA DNA inh	Efflux pump mplx	MEX-5 binding	Fam108B counter
25	-7	-0.1	0.4	5
26	-12	0.1	4.7	-9
27	-16	-0.1	0.8	8
28	0	-0.1	-5.3	0
29	2	-0.1	-0.8	1
30	17	0.0	-0.2	1
31	-1	0.7	-0.3	-3
32	1	0.2	0.2	3
33	6	-0.3	-4.7	2
34	7	0.1	2.2	0
35	-8	-0.1	-0.9	0
36	-2	-0.2	3.6	0

# Next section
nr	SMILES	CR mimetic SO	BCLXL inh	EBNA-1 inhibitor	MCL1-BIM inh	GLD-1 TGE inh
37	Cc1cccc(C)c1OCC1CNC(=O)O1 (stereo not drawn)	104	3	-8	-4	3
38	COc1cc2c(cc1OC)C1(NCC2)C(=O)Nc2ccccc21 (stereo not drawn)	96	10	-3	15	13
39	CC(=O)Cn1cnc2scc(-c3ccc(C)c(C)c3)c2c1=O	107	3	-3	2	-9
40	Nn1c(SCC(=O)Nc2ccc(F)c(F)c2)nnc1C1CCCCC1	92	5	-5	-1	8
41	CCOC(=O)/C(C#N)=C\c1ccc2c(c1)OCO2	97	-3	-6	-6	5
42	COCCOC(=O)C1=C(C)NC2=C(C(=O)CC(C)(C)C2)C1c1cc2c(cc1Br)OCO2 (stereo not drawn)	93	8	1	11	5
43	Cc1ccc(S(=O)(=O)NCc2nc3ccccc3[nH]2)cc1	95	3	9	-1	1
44	O=[N+]([O-])c1ccc(C[n+]2cc(-c3ccc(Cl)c(Cl)c3)n3c2CCCCC3)cc1	90	0	33*	1	-5
45	Cc1ccc(C2(C)NC(=O)N(CC(=O)N3CCN(S(=O)(=O)c4cccs4)CC3)C2=O)cc1 (stereo not drawn)	96	-8	-4	-12	-5
46	O=C(COc1ccc(Cl)cc1)N1CCN(C(=O)c2cccc(F)c2)CC1	104	-1	-2	8	4
47	C/C(CC(=O)Nc1cccc(C(F)(F)F)c1)=N\NC(=O)Cc1ccccc1	110	6	-3	1	5
48	Cc1ccc(NC(=O)N(CCCN2CCOCC2)Cc2cccs2)cc1C	99	-1	3	2	0

nr	ZTA DNA inh	Efflux pump mplx	MEX-5 binding	Fam108B counter
37	9	0.2	1.8	2
38	-11	0.0	-6.2	2
39	-16	0.3	0.8	-9
40	-21	-0.1	-0.7	0
41	-6	-0.1	-2.0	0
42	-2	-0.1	-1.7	8
43	9	-0.2	-0.3	-1
44	-6	-0.1	0.0	2
45	1	0.2	0.3	-4
46	-18	0.0	1.3	1
47	-14	0.4	-0.6	0
48	5	0.1	-0.6	2

# Further records follow.
nr	SMILES	CR mimetic SO	BCLXL inh	EBNA-1 inhibitor	MCL1-BIM inh	GLD-1 TGE inh
49	COC(=O)C1(CCSC)NC(c2ccccc2F)C2C(=O)N(c3ccc4c(c3)OCCO4)C(=O)C21 (stereo not drawn)	109	-2	-8	-10	6
50	C/C(=N\NC(=O)c1c(C)nc2ccccn12)c1ccc(C(C)(C)C)cc1	93	0	5	1	4
51	COCOc1ccc(-c2cc(=O)c3c(OCOC)cc(OCOC)cc3o2)cc1	107	-4	-4	-4	5
52	Cc1cccc(/C(N)=N/OC(=O)c2cccnc2)c1	118	5	2	3	1
53	CC(C)(C)N1NC2(CCCCC2)NC1=S	90	2	4	-12	2
54	CCOc1ccccc1NC(=O)COn1nnc2ccc(Cl)cc21	115	3	5	-3	-1
55	O=C(NCC1CCCO1)C1CCC(=O)N1CCc1ccccc1 (stereo not drawn)	99	3	0	2	9
56	N/C(=N\OS(=O)(=O)c1ccccc1)c1ccncc1	112	-6	-1	31	-10
57	O=C(CNC(=O)C1CCCCC1)NNC(=O)c1ccc(Cl)cc1Cl	104	-1	-1	7	1
58	CCOC(=O)N(NC(=O)C(O)(C(C)C)C(C)C)c1ccccc1	97	8	-6	0	-1
59	Cc1cc(C(=O)Nc2ccccc2)oc1C	97	-1	-1	-5	-6
60	COc1ccc(Cl)cc1NCCC(O)c1ccc(F)cc1 (stereo not drawn)	96	1	-4	9	-3
61	Nc1nnc(SCC(=O)N2CCN(c3cccc(Cl)c3)CC2)n1-c1ccccc1	104	5	2	2	-5

nr	ZTA DNA inh	Efflux pump mplx	MEX-5 binding	Fam108B counter
49	-29	0.2	-0.4	-2
50	-3	0.3	1.2	0
51	6	-0.2	-0.9	-1
52	-5	-0.1	2.4	4
53	7	0.0	0.6	0
54	-5	-0.2	1.5	0
55	-9	0.1	-0.6	4
56	1	-0.1	-1.1	4
57	8	0.1	1.3	-4
58	0	0.1	2.1	0
59	3	-0.1	6.2	-4
60	-17	0.2	2.3	4
61	8	-0.1	0.0	-3

# Entries of single compounds from above. Values in the order: CR mimetic SO, BCLXL inh, EBNA-1 inhibitor, MCL1-BIM inh, GLD-1 TGE inh, ZTA DNA inh, Efflux pump mplx, MEX-5 binding, Fam108B counter
# `CC(C)(C)N1NC2(CCCCC2)NC1=S` in the list: 90, 2, 4, -12, 2, 7, 0.0, 0.6, 0
# `N/C(=N\OS(=O)(=O)c1ccccc1)c1ccncc1` in the list: 112, -6, -1, 31, -10, 1, -0.1, -1.1, 4

# Entries listed so far shown as hits in EBNA-1 inhibitor.
no.	Structure	BCLXL inh	EBNA-1 inhibitor	MCL1-BIM inh	GLD-1 TGE inh	Efflux pump mplx	MEX-5 binding
15	COc1ccccc1NC(=O)Nc1ccc(C(N)=O)cc1	1	46*	0	3	-0.1	0.3
44	O=[N+]([O-])c1ccc(C[n+]2cc(-c3ccc(Cl)c(Cl)c3)n3c2CCCCC3)cc1	0	33*	1	-5	-0.1	0.0
